# mcGAS lum: cyclic GMP-AMP synthase inhibitors, mouse, primary biochemical chemiluminescence | inhibition, % at 12.5 µM | 160,000 tested, 0.15% active | recombinant cGAS, Kinase-Glo ATP depletion luminescence | Q8C6L5 | AID 1259399, 2018;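 further: 0% = negative control wells and 100% = reference inhibitor with no enzyme activity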
# NPYLR7 agonist: agonists of mosquito NPYLR7 receptor, primary screen, cell-based, Aedes aegypti, calcium fluorescence, mosquito biting behavior; 270,000 tested, 0.15% active; HEK293T NPYLR7/Galpha15, GCaMP6s calcium fluorescence; activation, % at 10 µM; Aedes aegypti neuropeptide Y-like receptor 7 (NPYLR7); AID 1259423, 2018; in the data active means activation above about 40%;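 further: 0% = vehicle and 100% = reference agonist at the receptor; some compounds past the cut are filed as inactive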
# hcGAS inh: Primary biochemical luminescence assay for human cyclic GMP-AMP synthase inhibitors; Q8N884; recombinant h-cGAS, ATP depletion, Kinase-Glo luminescence; inhibition, % at 12.5 µM; 290,000 tested, 0.081% active; AID 1259398, 2018;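 further: 0% = vehicle reaction and 100% = reaction without DNA for no activity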
# Target sequence (Q8N884 whole entry, looked up): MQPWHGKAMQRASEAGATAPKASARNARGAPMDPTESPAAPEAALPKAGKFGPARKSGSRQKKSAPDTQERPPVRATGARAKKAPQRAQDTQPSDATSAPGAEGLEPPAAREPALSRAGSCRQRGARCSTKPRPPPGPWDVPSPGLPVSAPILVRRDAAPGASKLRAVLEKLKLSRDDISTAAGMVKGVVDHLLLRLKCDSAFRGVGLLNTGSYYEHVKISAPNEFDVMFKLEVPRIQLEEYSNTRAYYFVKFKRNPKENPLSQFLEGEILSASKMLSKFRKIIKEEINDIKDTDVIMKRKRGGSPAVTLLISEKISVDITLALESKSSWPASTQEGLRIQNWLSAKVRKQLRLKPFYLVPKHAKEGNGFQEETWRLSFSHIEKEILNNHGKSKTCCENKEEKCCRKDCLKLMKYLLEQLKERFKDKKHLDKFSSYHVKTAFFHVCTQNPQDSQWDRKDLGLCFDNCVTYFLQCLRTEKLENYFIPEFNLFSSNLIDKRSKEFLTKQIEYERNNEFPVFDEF
# Numbers without * were called inactive; · = no result given; & = joins results of further samples. Unless noted, no stated cut-off is given here; in the data, active means inhibition above about 40%; inactive means the rest.
# Every second line gives: NPYLR7 agonist	mcGAS lum	hcGAS inh
COc1ccccc1C(=O)N(Cc1c(-c2ccccc2)noc1N1CCSCC1)C1CC1
→ 6.6	-5.2	-3.4
CC[C@H]1C[C@@H](NC(C)=O)C[C@@H](c2cccc(Oc3ccccc3)c2)O1
→ 4.1	·	-6.8
CCOC(=O)C1(C)CCN1C(=O)c1ccc(SC(F)(F)F)cc1 (configuration not stated)
→ 0.3	·	-8.0
CCn1cc(S(=O)(=O)N2CCCC(N(C)C)CC2)cn1 (configuration not stated)
→ ·	-13.4	-5.2
COCC(C)NC(=O)c1c(C(F)(F)F)nn(C2CCCN(C(C)C)C2)c1C (configuration not stated)
→ -3.6	·	0.2
O=C(Nc1ccc(Nc2ccc(-n3cccn3)nn2)cc1)C1CCCC1
→ -2.4	-5.7	0.5
BrCC1CSc2nnc(-c3cccnc3)n21 (configuration not stated)
→ -0.1	-15.8	-1.5
CCCN1C(=O)c2ccc(Cl)cc2NC1c1cnc(-c2ccccc2)nc1 (configuration not stated)
→ -0.7	·	-3.1
CCc1nc2ccc(C(=O)NCCOc3ccc(OC)cc3)cn2c1N(C)Cc1ccncc1
→ -3.4	-2.7	-4.0
CC(=O)N1CCN(Cc2cn(-c3cccc(C)c3)nc2-c2cccc(F)c2)CC1
→ 0.2	-4.7	-5.2
CC(C)NC(=O)N1CCC(N2C[C@H]3C[C@H](C2)[C@H]2CCCC(=O)N2C3)CC1
→ ·	-2.6	0.2
O=C(NC1CCCCC1)c1cc2c([nH]c1=O)CCCC2
→ 3.6	-3.4	-10.4
CN(C)C(=S)SCC(=O)Nc1ccc(F)cc1
→ 1.3	·	-3.7
CC(C)N1Cc2[nH]cnc2C[C@H]1C(=O)NC1CCCCC1
→ -8.7	-5.5	-4.8
C=C(C)Cn1c(=O)c2c(nc3n2CCN3c2cccc(C)c2)n(C)c1=O
→ ·	-2.5	-2.1
O=C(CN(CC1CCCO1)C(=O)c1ccc(-c2ccccc2)cc1)N(Cc1ccc(F)cc1)Cc1ccco1 (configuration not stated)
→ 1.9	-3.5	-3.4
CC(C)c1ccc(OCC(=O)NNC(=O)C2COc3ccccc3O2)cc1 (configuration not stated)
→ -0.2	·	-7.0
Cc1ccc(/C=C/c2nc(=S)n(CN(C)Cc3c(C)nn(C4CCS(=O)(=O)C4)c3C)[nH]2)o1 (configuration not stated)
→ 3.2	·	-6.3
CC(C)C(NC(=O)c1ccco1)C(=O)Nc1nc2cc3c(cc2s1)OCCO3 (configuration not stated)
→ 5.2	·	-1.9
COc1ccc(OCC(O)CN2CCC(=O)N(CC3CC3)Cc3cc(F)ccc32)cc1 (configuration not stated)
→ -2.9	-6.9	-4.6
OCCn1c(-c2ccc(-c3ccn[nH]3)cc2)nc2ccccc21
→ -8.6	-10.1	-2.3
Fc1ccc(N2CCCN(Cc3ncc[nH]3)CC2)cc1
→ 5.8	·	-1.8
COCc1cccc(C(=O)OCC2CCCOC2)c1 (configuration not stated)
→ 2.8	·	3.9
N#Cc1ncn(CCC(=O)Nc2ccc(F)c(F)c2)n1
→ 0.8	·	-13.5&-1.7
CCSc1ccc2nnc(-c3cccs3)n2n1
→ -6.3	-0.4	2.8
C#CCN(CC=C)C(=O)CSc1nnc(C)s1
→ 2.6	-11.4	-3.7
Cc1ccc(-n2nc(-c3ccccc3)cc2C(=O)NCCc2ccc(Cl)cc2Cl)cc1
→ -3.1	-5.0	-1.2
COCCN(CC(=O)N(CCc1c[nH]c2ccccc12)Cc1ccc(OC)c(OC)c1)S(=O)(=O)c1ccc(Br)cc1
→ ·	-1.6	0.1
O=C(c1cc2c(nc1Cl)CCC2)N1CCc2ccccc2C1
→ -11.8	-3.7	-5.9
CN(Cc1nccs1)C(=O)CC(c1ccccc1)c1ccc(Cl)cc1 (configuration not stated)
→ 4.0	·	-11.3
Cc1ccnc(C(NC(=O)c2ccccc2-n2cncn2)C2CC2)c1 (configuration not stated)
→ 20.6	·	-11.1
COc1ccccc1C(=O)N(Cc1nc2cc(C)ccc2o1)Cc1ccccc1Cl
→ 3.4	-3.0	-1.0
O=C(Nc1nc(CN2CCCCC2)cs1)NC12CC3CC(CC(C3)C1)C2
→ -0.6	·	-5.7
CCCCn1c(C2CC(=O)N(c3ccccc3Cl)C2)nc2ccccc21 (configuration not stated)
→ 3.5	-7.4	-6.6
Cc1nc(C(F)(F)F)ccc1C(=O)N1CCC1(C)C(=O)NS(=O)(=O)c1ccc2ccccc2c1 (configuration not stated)
→ 3.0	·	-6.6
COc1ccc(NC(=O)c2nnn(CC(=O)Nc3ccc(C)cc3C)c2N)cc1OC
→ -7.7	-6.2	-4.3
O=C(Cc1ccc(F)cc1)NNS(=O)(=O)c1cccc(F)c1
→ 2.2	·	-3.6
Cc1cccc(NC(=O)CSc2nc3c([nH]c4ccccc43)c(=O)n2C)c1
→ 10.7	-9.6	-10.2
O=C1CC(C(=O)N(Cc2ccccc2F)C2CC2)CCN1 (configuration not stated)
→ 0.4	·	-9.0
O=C(NCC(=O)N1CCCc2ccccc21)c1cc2c(s1)CCC2
→ 1.3	·	0.7
CNC(=S)N1N=C(c2cccc(C)c2)CC1c1ccc(OC)c(OC)c1 (configuration not stated)
→ 4.0	·	2.3
CCC(C)N(Cc1ccc(OS(C)(=O)=O)cc1)C(=O)c1ccc(C(C)(C)C)cc1 (configuration not stated)
→ -3.7	-4.3	-4.7
COc1ccc(-n2nnnc2SCc2cc3c(cc2Br)OCO3)cc1
→ 8.4	·	-4.9
C=CCOC(CN1CCN(C(=O)c2cccn2C)CC1)c1cccc(OC)c1 (configuration not stated)
→ ·	-6.2	-3.8
CC(C)(C)c1cc(NC(=O)c2ccc(F)c(F)c2)n(-c2ccccc2Cl)n1
→ 34.3	-7.9	-2.7
O=C(CN1CCOCC1)N1N=C(c2cccs2)CC1c1cccs1 (configuration not stated)
→ 1.0	-5.3	-6.0
BrC1(Br)C2COCOCC21 (configuration not stated)
→ -0.4	·	-6.7
O=c1[nH]nc(SCc2noc(-c3ccsc3)n2)n1C1CC1
→ -1.0	-20.7	-10.2
Cc1cc(C(=O)NCCc2ccccc2)nc2cc(C(C)(C)C)nn12
→ -11.2	12.5	1.0
COc1cccc(C(=O)N2CCCN(c3nc(Cc4ccc(C)cc4)nc4c3cnn4-c3ccccc3)CC2)c1
→ ·	0.6	3.6
CCc1ccccc1N1CC(C(=O)N2CC(=O)Nc3ccccc32)CC1=O (configuration not stated)
→ 8.2	-6.4	-8.9
O=c1nc(SCc2ccc(C(F)(F)F)cc2)c2c([nH]1)CCCC2
→ 1.0	-8.4	-3.0
O=C(Nc1ccccc1)N1CC(CN2CCOCC2)C(c2cccc(C(F)(F)F)c2)C1 (configuration not stated)
→ ·	-3.6	-2.3
CCCCOc1ccccc1C(=O)NNC(=S)NC(=O)c1ccccc1[N+](=O)[O-]
→ 18.2	·	-7.1
Cc1[nH]n(-c2ccc(Cl)c(Cl)c2)c(=O)c1C1=C(c2c(C)[nH]c3ccccc23)C(=O)N(c2ccccc2)C1=O
→ -6.0	-12.9	-22.5
COc1ccccc1CN1CCNC(=O)C1CC(=O)N1CC=CC1 (configuration not stated)
→ 1.3	·	-9.9
COc1ccc(C)cc1S(=O)(=O)Nc1ccc(F)cc1
→ 2.4	·	-9.8
CCc1ccc(C2c3c(n(C)c(=O)n(C)c3=O)N=C3COC(=O)C32)cc1 (configuration not stated)
→ -1.4	-0.4	-1.3
O=C1NC(=Nc2ccccc2)S/C1=C\c1ccc(-c2cccc([N+](=O)[O-])c2)o1
→ -2.0	·	-4.1
C/C=C/C(=O)Nc1ccccc1-c1cc(OC)c(OC)c(OC)c1
→ 15.6	-18.3	-5.2

# Single records (already shown):
# O=C1NC(=Nc2ccccc2)S/C1=C\c1ccc(-c2cccc([N+](=O)[O-])c2)o1 is entered as NPYLR7 agonist = -2.0; mcGAS lum = ·; hcGAS inh = -4.1
# C/C=C/C(=O)Nc1ccccc1-c1cc(OC)c(OC)c(OC)c1 is entered as NPYLR7 agonist = 15.6; mcGAS lum = -18.3; hcGAS inh = -5.2

# The list continues.
# Every second line gives: NPYLR7 agonist	mcGAS lum	hcGAS inh
CCOC(=O)C1(Cc2ccc(Cl)cc2)CCN(C(=O)C2Cc3ccccc3O2)CC1 (configuration not stated)
→ 18.5	·	-6.9
CCOC(=O)c1nn(-c2ccccc2)c(=O)cc1NCc1ccc(C)cc1
→ -2.2	·	5.8
Nc1c(C(=O)Nc2ccccc2C(F)(F)F)c2ccccn2c1C(=O)c1ccccc1
→ -4.2	-7.0	-1.8
COCCNC(=O)c1cccc(Nc2c(Oc3cccc(OC)c3)cnn(-c3ccccc3Cl)c2=O)c1
→ 10.0	-3.9	-5.0
Cc1noc(-c2ccccc2Cl)c1C(=O)NCCCn1ccnc1
→ 4.4	-7.5	-5.6
COc1cc(C2NC(=O)NC(C)=C2C(=O)OCCOc2ccccc2)ccc1O (configuration not stated)
→ -6.1	-0.9	-2.2
NC(=O)C1CCN(CCOc2ccc(-c3[nH]ncc3-c3ccc(Cl)cc3)c(O)c2)CC1
→ 5.2	-12.6	-3.7
CCc1cc(NCC2(C)CC(C)=NO2)nc(N2CCOCC2)n1 (configuration not stated)
→ 3.9	·	-6.8
NCc1cc(Br)cs1
→ 14.8	·	-2.8
O=C(NCc1ccccc1F)C(C1CCCC1)N1CCN(C(=O)C2CC2)CC1 (configuration not stated)
→ -4.3	·	-4.9
COc1ccc(Cn2cc(C(=O)NCCC3(c4ccccc4)CCOC(C)(C)C3)nn2)cc1 (configuration not stated)
→ 1.8	-2.1	-1.0
O=C(OC1CCOC1=O)c1c(Cl)ccc(Cl)c1Cl (configuration not stated)
→ 17.7	-5.6	-1.7
CN(C)c1ccc(C2=NOC(CN(Cc3cccc(C(F)(F)F)c3)C(=O)c3cccc(F)c3)C2)cc1 (configuration not stated)
→ 15.6	-8.6	-4.2
O=C(Nc1c[nH]n(-c2ccc(C(F)(F)F)cn2)c1=O)c1ccccc1
→ 0.7	-3.2	-1.7
CCn1cn[nH]c1=S
→ -3.2	-8.9	-10.5
COCCNC(=O)C(NC(=O)c1cccs1)C1CCN(C(=O)CCc2ccccc2)CC1 (configuration not stated)
→ 3.2	-7.7	-5.1
COc1ccc(Cl)cc1NC(=O)N1CCC(n2cc(C3CC3)nn2)CC1
→ 3.2	·	-9.7
Cc1cc2cc(C(=O)N3CCCC(C(=O)Nc4ccc(-c5ccco5)cc4)C3)ccc2o1 (configuration not stated)
→ -5.2	-3.2	-6.0
CSCCC(NC(=O)CN1C(=O)CSc2ccccc21)c1nc2ccccc2[nH]1 (configuration not stated)
→ 7.0	·	-3.2
Cn1ccnc1CN(C(=O)c1cccc(-n2cccn2)c1)C1CC1
→ ·	-15.9	-4.9
CC(NC(=O)C1CCCC1)C(=O)Nn1cnc2ccccc21 (configuration not stated)
→ -18.2	·	-1.4
CCc1ccc(S(=O)(=O)NCCOc2ccc(-c3ccc(C)cc3)nn2)s1
→ -8.9	-0.3	-1.8
Cc1nn(C)cc1C(=O)NC(CS(C)(=O)=O)c1ccccc1 (configuration not stated)
→ 0.0	·	-6.3
CCOC(=O)CCc1c(C)nc2ncnn2c1N1CCN(C(=O)C(C)Oc2ccccc2)CC1 (configuration not stated)
→ ·	-4.4	-1.7
COc1cc(C(=O)Oc2coc(CSc3nc(C)cs3)cc2=O)cc(OC)c1OC
→ -3.6	-4.9	-5.9
CC1(C)CC[C@@]2(C(=O)O)C(C1)C1=CCC3[C@@]4(C)CC[C@H](O)C(C)(C)C4CC[C@@]3(C)[C@]1(C)C[C@@H]2O (some centres not stated)
→ 8.3	-3.5	-3.2
COc1cccc(CSc2nnc(CNC(=O)COc3ccc(Cl)cc3)n2-c2ccc([N+](=O)[O-])cc2)c1
→ 25.9	-5.5	-4.6
CC1CN(C(=O)CCCSc2nnc(Cc3ccccc3)n2-c2ccc(Cl)c(Cl)c2)CCN1C(=O)c1cccc(Br)c1 (configuration not stated)
→ ·	-8.2	-7.1
CC(C)C1c2nc(-c3ccccc3)oc2N=C(N)C1C#N (configuration not stated)
→ -0.8	-6.8	-6.6
COc1ccc(NC(=O)N2CCC3(CC2)C(=O)N(CC(=O)NCc2ccc4c(c2)OCO4)CN3c2ccccc2)c(OC)c1
→ 11.8	-5.8	-7.3
CCOC(=O)c1[nH]c(C)c(CCC(=O)NC2CCCCCCC2)c1C
→ ·	-4.2	-1.8
COc1ccc(NC(=O)N2CCN(c3nc(-c4ccco4)nc4cc(Cl)ccc34)CC2)cc1
→ -1.7	-0.6	0.4
O=C1OC(/C=C/c2cccc(Cl)c2Cl)=NC/1=C\c1cccc([N+](=O)[O-])c1
→ -4.2	·	-3.5
CC(C)CCc1nc(N2CCCN(C(=O)c3cccs3)CC2)c2cnn(-c3cccc(Cl)c3)c2n1
→ 3.1	4.2	0.4
O=C(NCCn1nc(-c2ccco2)ccc1=O)C(c1ccccc1)c1ccccc1
→ -4.8	-7.1	6.3
CC1=CC(C)C2COC(c3ccccc3O)C1C2 (configuration not stated)
→ 0.4	·	-1.1
CCCCNC(=O)C1CCC(Cn2c(=O)c3sccc3n(Cc3ccc(F)cc3)c2=O)CC1 (configuration not stated)
→ 1.9	-10.0	-0.8
CCNC(=O)N1CCN(c2cc(Oc3ccc(Cl)cc3)ncn2)CC1
→ -7.2	-5.0	-1.4
CCOC(=O)Cc1cc(=O)n2[nH]c(-c3ccc(Br)cc3)cc2n1
→ 7.2	·	-3.5
CC(C)N(C)c1onc(-c2ccccc2)c1CN(CCN1CCOCC1)C(=O)CC(C)(C)C
→ 12.0	-3.9	-4.5

# Source: PubChem
